Screening data as filed in PubChem BioAssay.
ASM inhibitor = inhibitors of human secretory acid sphingomyelinase; placental ASM, HMU-PC fluorogenic substrate, 60 min; P17405; hit rate 0.006% among 340,000; Potency, µM (highest dose often 57.5 µM), for inactives: at the highest dose activity change, negative = inhibition, hits mostly inhibitors; also: potency is read from the fitted curve at half-maximal effect
Target sequence (P17405 47-631 limits assumed): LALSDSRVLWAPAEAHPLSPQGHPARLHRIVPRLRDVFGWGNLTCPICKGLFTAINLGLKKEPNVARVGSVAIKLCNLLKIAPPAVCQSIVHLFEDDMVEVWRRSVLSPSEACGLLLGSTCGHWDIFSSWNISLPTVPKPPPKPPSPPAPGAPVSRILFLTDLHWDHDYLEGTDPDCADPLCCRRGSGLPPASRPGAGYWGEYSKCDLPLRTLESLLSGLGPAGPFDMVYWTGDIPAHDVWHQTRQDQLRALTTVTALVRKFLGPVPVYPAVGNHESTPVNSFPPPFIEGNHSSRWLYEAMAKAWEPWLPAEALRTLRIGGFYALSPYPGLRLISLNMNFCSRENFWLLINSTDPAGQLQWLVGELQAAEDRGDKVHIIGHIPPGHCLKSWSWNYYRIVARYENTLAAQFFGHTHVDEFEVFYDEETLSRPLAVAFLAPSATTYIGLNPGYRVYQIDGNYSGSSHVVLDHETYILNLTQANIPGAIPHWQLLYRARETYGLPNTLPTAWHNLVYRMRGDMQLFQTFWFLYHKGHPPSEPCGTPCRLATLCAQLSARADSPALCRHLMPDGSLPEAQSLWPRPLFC
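Steps: dispense placental human ASM, pin compound, wait 10 min at room temperature, add HMU-PC0 substrate at 9 uM final, incubate 60 min at 37 °C, add stop solution raising pH to 10, read fluorescence.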
USP2a inh = USP2a (human) protease inhibition | USP2 core, Ub-CHOP2 coupled fluorogenic reporter, 485/531 | Potency, µM (series often up to 38.3 µM), for inactives: at the top dose activity change, negative = inhibition, most hits filed as inhibitors | hit rate 0.01% among 330,000 | AID 463254;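 also: potency is read from the fitted curve at half-maximal effect; plate controls were DMSO wells for no effect and full inhibition by NEM control for full effect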
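Deubiquitinase activity read as fluorescence (485/531 nm) after Ub-CHOP2 cleavage activates the enterokinase reporter on its substrate; USP2 core 10nM, Ub-CHOP2 and substrate 25nM each, 30min compound preincubation then 60min RT; data normalized to NEM, curves fitted.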
PTAP TSG101 blk = blocks PTAP/TSG101 interaction to inhibit HIV-1 budding; Q99816; Fluorescence polarization, FITC-PTAP peptide / Tsg101 binding; Potency, µM (highest dose often 115 µM), inactives show at the highest dose activity change, negative = inhibition, hits mostly inhibitors; 340,000 tested, under 10 active; active = well fitted inhibition curve with a large enough effect in the main read-out, with a control signal flat, not every such curve was filed as active; inconclusive = small, poorly fitted or top-dose-only effect, or effect the other way, or a change in a side signal; inactive = no such curve, though single readings can be large or run the other way; also: potency is read from the fitted curve at half-maximal effect; % of control where 0% means no effect
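Fluorescence polarization binding of Tsg101 binding domain (10 uM final) to FITC-labeled PTAP peptide (50 nM final) in HEPES pH 7.5 buffer with NaCl, Tween 20, EDTA, TCEP. Compounds added before peptide; binding 20 min at RT.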
a7 integrin act = integrin-mediated muscular dystrophy alleviation activation; AID 624291; alpha7betagal myoblasts, beta-gal FDG fluorescence, 48 h; hit rate 0.064% among 350,000; Potency, µM (series often up to 38.3 µM), for inactives: at the top dose activation, most hits filed as activators;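 also: potency is read from the fitted curve at half-maximal effect; 100% = response of the positive control SU9516; nearly all actives have a fitted effect of over 60% in size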
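alpha7betagal+/- myoblasts (passage 13, 250/well) treated 48 h at 37C with compounds at 1:260 dilution of DMSO stock. Lysed, then beta-galactosidase activity read as FDG fluorescence (ex 480/em 540) after 30 min, with pre-read for autofluorescence.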
uPA surface inh = blocks generation of uPA at the cell surface; AID 540303; cell surface uPA generation assay, qHTS; Potency, µM (highest dose often 38.3 µM), inactives show top-dose activity change, negative = inhibition, actives largely listed as inhibitors; hit rate 0.31% among 330,000; active = well fitted inhibition curve with a large enough effect; inconclusive = small, poorly fitted or top-dose-only effect; inactive = no such curve, though single readings can be large or run the other way; tested in mouse RAW 264.7 cells; also: potency is read from the fitted curve at half-maximal effect; % is scaled to controls: 0 for no effect and ±100 for the full control effect; nearly all actives have a fitted effect of over 55% in size
TRPV1 ag = activates the human vanilloid receptor TRPV1; Q8NER1; TRPV1-expressing cells, Fluo-8 calcium influx, agonist mode; activation, % at 8.33 µM; hit rate 0.19% among 320,000; AID 540275; in the data active = activation above about 80%; inconclusive = between about 30% and that limit; also: 0% is about no effect
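TRPV1-expressing cells were cultured overnight at 35.5C and loaded with Fluo-8 calcium dye for 40 to 90 min at room temperature. After a 10 s baseline, compound was added and calcium influx was read kinetically for 3 min (ex 480/em 520 nm).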
p53 reactivator = re-activators of mutant p53 | Potency, µM (highest dose often 92.2 µM), for the others: at the top dose activity change, positive = activation, usual class: activators | AID 504706 | hit rate 0.063% among 320,000 | H1299 p53-A138V BP100-luciferase reporter, luminescence, 24 h; also: potency is read from the fitted curve at half-maximal effect; % of control where 0% means no effect; nearly all actives have a fitted effect of over 45% in size
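H1299 (p53-null), stable ts p53-A138V + BP100-Luc; 1000 cells/well, Opti-MEM/10% FBS; cpd 4 pt, 1:5; 24 h, 37 deg C, 5% CO2; detection reagent 10 min RT; luminescence.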
Eya2 inh = blocks the phosphatase activity of human Eya2; AID 488837; O00167; hit rate 0.006% among 330,000; Potency, µM (titrated, usually from 76.9 µM), for inactives: top-dose activity, negative = inhibition, hits mostly inhibitors; recombinant Eya2, OMFP fluorescence dephosphorylation (OMFP is methylfluorescein phosphate); also: potency is read from the fitted curve at half-maximal effect; % is scaled to controls: 0 for no effect and ±100 for the full control effect
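Eya2 (0.2 uM) preincubated 10 min at ambient with compound, then OMFP substrate added at 50 uM; 10 min reaction in 50 mM HEPES pH 7.5, 50 mM NaCl, 5 uM MgCl2, 0.05% BSA, 1 mM DTT. Fluorescence read at Ex 485/Em 525 nm.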
B2AR arrestin = recruits beta-arrestin to the human beta2-adrenergic receptor; P07550; beta-arrestin recruitment to beta2AR, cell-based reporter; Potency, µM (series often up to 46.1 µM), without a hit: top-dose activation, actives largely listed as activators; hit rate 0.02% among 330,000; AID 492947;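 also: potency is read from the fitted curve at half-maximal effect; 0% = DMSO controls and full agonism = EC100 isoproterenol or metaproterenol; nearly all actives have a fitted effect of over 65% in size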
Target sequence (P07550 whole entry, looked up): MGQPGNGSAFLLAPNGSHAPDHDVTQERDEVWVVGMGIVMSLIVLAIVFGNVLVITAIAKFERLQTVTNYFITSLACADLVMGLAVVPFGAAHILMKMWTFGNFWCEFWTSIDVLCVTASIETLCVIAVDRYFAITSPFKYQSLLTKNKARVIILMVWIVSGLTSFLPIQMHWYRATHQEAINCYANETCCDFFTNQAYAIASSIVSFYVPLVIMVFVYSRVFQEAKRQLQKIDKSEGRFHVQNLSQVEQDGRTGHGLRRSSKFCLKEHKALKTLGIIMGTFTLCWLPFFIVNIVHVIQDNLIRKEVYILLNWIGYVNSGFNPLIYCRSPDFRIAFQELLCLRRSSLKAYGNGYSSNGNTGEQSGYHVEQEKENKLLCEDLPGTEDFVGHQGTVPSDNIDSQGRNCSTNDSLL
BRCA1 expr up = increases BRCA1 expression; MCF7-BRCA1-FFLuc reporter, luminescence, 48 h; response scale: scaled: vehicle 0%, 10 µM genistein 100%; Potency, µM (doses to about 46.1 µM), inactives show top-dose activation, actives largely listed as activators; AID 624202; hit rate 1.1% among 380,000; also: potency is read from the fitted curve at half-maximal effect; nearly all actives have a fitted effect of over 80% in size; some results filed as inactive show a strong effect at the top dose
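MCF7 cells carrying a BRCA1-firefly luciferase reporter (2000 cells/well, phenol-red free MEM) were attached for 2 h at 37 °C, then given compounds for 48 h. Luminescence was read 15 min after luciferase reagent; activity normalized to genistein (10 microM) and DMSO.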
ELG1 genotoxic = inducers of genotoxicity in HEK293T ELG1-luciferase cells | HEK293T ELG1-luciferase reporter, luminescence, 16 h | Potency, µM (top dose mostly 46 µM), inactives show top-dose activity change, positive = activation, hits mostly activators | hit rate 1.3% among 330,000 | AID 504466; also: potency is read from the fitted curve at half-maximal effect; % of control where 0% means no effect; nearly all actives have a fitted effect of over 60% in size
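HEK293T cells expressing luciferase-tagged ELG1 were treated with compound or DMSO for 16 hr at 37°C. Luciferase activity was then read after 30 min with ONE-Glo at room temperature; rising signal flags genetic stress.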
* marks the source's active call; other numbers are inactive results; i = inactive; ? = inconclusive; . = not tested or not shown; [ ] = another dose, or the depositor's remark. Unless noted, calls follow the shape of the dose curve; as a rule, active = well fitted curve in the direction sought with a large enough effect; inconclusive = small, poorly fitted or top-dose-only effect, or another doubt; inactive = no such curve, though single readings can be large; an effect the other way counts as inactive or inconclusive.

Values run as follows: ASM inhibitor	USP2a inh	PTAP TSG101 blk	a7 integrin act	uPA surface inh	TRPV1 ag	p53 reactivator	Eya2 inh	B2AR arrestin	BRCA1 expr up	ELG1 genotoxic
1) CC(C)Cc1nc2sc3c(c2c(=O)n1N)CC(C)(C)OC3
    -1%	1%	-3%	-23%	1%	4	11%	1%	-0.8%	0%	-4%
2) Cc1ccc(NC(=O)COC(=O)Cn2nc(C)c([N+](=O)[O-])c2C)c([N+](=O)[O-])c1
    -9%	1%	-3%	8%	5%	-3	2%	4%	-0.4%	-5%	3%
3) COC(=O)c1sc(C(F)(F)F)c(-c2ccccc2)c1S(=O)(=O)N(C)C
    -2%	2%	1%	7%	0%	?	-1%	-5%	-0.3%	-3%	-4%
4) CCN(C[C@H]1N[C@@](C)(C(=O)OC)[C@H]2C(=O)N(C)C(=O)[C@@H]12)C(=O)Nc1ccc(C(F)(F)F)cc1
    4%	2%	-3%	15%	9%	.	6%	3%	-0.7%	9%	2%
5) O=S(=O)(NC1CCCC1)c1ccc(S(=O)(=O)N2CCN(c3ccccc3)CC2)cc1
    -1%	6%	-5%	-11%	0%	-2	-2%	-8%	-0.2%	-1%[1.84 µM]	9%
6) CC(C)c1ccc(NC(=O)CCNS(=O)(=O)c2cc(Br)cnc2N)cc1
    -8%	-2%	-1%	11%	-1%	26	1%	1%	-0.2%	1%	-6%
7) CCc1ccc(-c2cnc3ccccc3n2)cc1NC(=O)CNC(=O)c1ccccc1
    2%	4%	1%	25%	1%	0	?	-8%	-0.1%	7.9µM*	3.7µM*
8) COC(=O)Cn1c(CN(C)Cc2ccccc2)nc2c1c(=O)n(C)c(=O)n2C
    3%	-1%	3%	-24%	?	1	?	2%	0.1%	-1%	-3%
9) CC1(NC(=O)CC(c2ccccc2)(c2ccccc2)c2ccccc2)CCN(Cc2ccc(-c3ccccc3)cc2)C1=O (stereo not drawn)
    -6%	7%	1%	-10%	?	.	-1%	1%	-1.1%	-50%	-6%
10) COc1cccc(NC(=S)N(CCCN2CCCC(C)C2)Cc2cccs2)c1 (stereo not drawn)
    -4%	1%	-1%	-23%	3%	7	0%	-15%	0.2%	-14%	-3%
11) CC1=CC(C)(C)n2c(O)c(N=NC(N)=S)c3c(C)c(C)cc1c32
    -10%	-10%	-2%	-35%	-10%	2	2%	7%	-0.3%	16%	-2%
12) O=C(O)c1ccccc1S(=O)(=O)Cc1ccccc1
    5%	2%	-14%	30%	8%	0	-9%	-10%	0.1%	5%	-3%
13) Cc1cc(C(=O)CSc2nc3ccccc3[nH]2)c(C)n1C
    0%	2%	-3%	11%	-1%	-7	.	1%	-0.1%	?	?
14) CCn1c(SCC(=O)NC(=O)NCc2ccco2)nnc1-c1cccs1
    2%	3%	-3%	-2%	1%	-2	-4%	21%	-0.3%	1%	0%
15) O=C(CSc1nc2ccccc2n1S(=O)(=O)c1cccc([N+](=O)[O-])c1)NCCc1ccccc1
    -7%	1%	-3%	?	-3%	?	7%	-6%	-0.3%	-37%	0%
16) CCOC(=O)C1CCN(S(=O)(=O)c2cn(C)c(C)n2)CC1
    11%	0%	-6%	-32%	2%	1	11%	-2%	0.5%	-5%	0%
17) CSCCC(NS(=O)(=O)c1ccc(Cl)cc1)C(=O)OCC(=O)c1ccc(F)cc1 (stereo not drawn)
    -10%	0%	0%	4%	-3%	9	2%	-6%	-2.2%	-24%	-1%
18) COc1ccc(NC(=O)COC(=O)CN2C(=O)c3ccccc3C2=O)cc1
    1%	-1%	0%	-20%	0%	2	4%	1%	-0.3%	-5%	2%
19) CN(C(=O)COc1ccc(Oc2ccccc2)cc1)C1CCS(=O)(=O)C1 (stereo not drawn)
    -1%	2%	2%	5%	0%	5	-12%	6%	-1.1%	-12%	-10%
20) CC(=O)c1cc(CN2C(=O)c3ccccc3C2=O)cs1
    4%	-1%	-4%	-4%	2%	22	-3%	7%[15.4 µM]	0.2%	33%	-3%
21) CC(C)(C)c1ccc(-c2nnc(SCC(=O)NC3CCS(=O)(=O)C3)n2N)cc1 (stereo not drawn)
    -2%	0%	-5%	-4%	-5%	2	12%	-1%	0.2%	92%	10%
22) CCCNC(=O)c1ccc(N2CCC3(CC2)CC(c2ccccc2)=NO3)c(NC(=O)c2ccccc2)c1
    -13%	1%	-4%	1%	12%	-2	13%	?	-0.4%	-10%	-5%
23) O=C(COC(=O)c1ccccc1O)NC(=O)NCc1ccccc1
    .	0%	0%	-2%	-4%	7	-1%	14%	-0.9%	11%	0%
24) CCN(CC)S(=O)(=O)c1ccc(OC)c(NC(=O)CCS(=O)(=O)Cc2ccccc2)c1
    -1%	-1%	-1%	-35%	0%	0	14%	-1%	-1.2%	-1%	-4%
25) O=C(NCc1ccc(N2CCCC2=O)cc1)c1cc(COc2c(F)cccc2F)on1
    3%	-2%	.	-16%	-3%	8	-24%	7%	0.0%	-7%	-2%
26) O=C1CC(N2CCC(O)(c3ccc(Cl)cc3)CC2)C(=O)N1 (stereo not drawn)
    0%	2%	1%	11%	5%	1	-3%	-13%	-0.2%	17%	1%
27) CCOc1ccc(NC(=O)N(C2CCCCC2)C2CCN(C(C)=O)CC2)cc1
    3%	.	-1%	-1%	0%	.	.	.	.	-9%	.
28) O=C(N[C@@H](CO)C(=O)NCc1ccccc1)c1ccc(C(F)(F)F)cc1
    2%	-3%	-1%	-7%	4%	1	.	0%	-1.3%	8%	-1%
29) COc1ccc(S(=O)(=O)n2nc(OC(=O)c3ccco3)cc2N)cc1
    3%	4%	-4%	3%	1%	0	-2%	-3%	-0.9%	2%	0%
30) CCOC(=O)N1CCN(C(=O)c2ccccc2NC(=O)COc2ccccc2)CC1
    2%	1%	2%	-40%	1%	1	3%	-3%	-0.4%	-9%	-4%
31) O=S(=O)(c1cccc(Cn2nnc(-c3ccccc3)n2)c1)N1CCOCC1
    -2%	0%	-2%	16%	-33%	.	0%	-21%	-0.4%	-19%	-3%
32) Cc1cc(C)n(Cc2ccccc2Cl)n1
    2%	0%	-4%	-4%	4%	0	2%	-11%	-0.3%	1%	1%
33) COC(CNC(=O)c1c[nH]c2ccc(S(=O)(=O)N3CCC4(CC3)OCCO4)cc2c1=O)OC
    4%	1%	2%	0%	-4%	-3	3%	-7%	-0.5%	-2%	-5%
34) COCCNC(=O)c1c(N)n(CCCn2ccnc2)c2nc3ccccc3nc12
    i	0%	-8%	8%	-2%	-2	-3%	2%	0.3%	0%	-4%
35) CNC(=O)C(C)NS(=O)(=O)c1ccc(F)cc1 (stereo not drawn)
    -1%	1%	0%	17%	.	2	5%	3%	-0.2%	-3%	0%
36) COc1ccc(/C(N)=N/OC(=O)CC2CCCCC2)cc1
    -1%	0%	-5%	7%	-3%	13	?	1%	-0.2%	?	?
37) CN(C)CCN(Cc1ccccc1)c1nccc(N(C)C)c1C#N
    3%	-9%	-6%	-48%[inhibitor]	-14%	17	-5%	-6%	-1.0%	-11%	4%
38) O=C(NCC1CCCN(C2Cc3ccccc3C2)C1)c1cccs1 (stereo not drawn)
    -2%	-3%	-2%	-35%[inhibitor]	-2%	2	3%	13%	0.4%	-5%	0%
39) CCCCn1c(N)c(N(CCOC)C(=O)COC(=O)COc2ccc(CC)cc2)c(=O)[nH]c1=O
    1%	3%	-1%	0%	2%	-5	-1%	-2%	-0.3%	-14%	-7%
40) CCOC(=O)c1c(-c2ccccc2)oc2ccc(O)c(CN3CCN(C)CC3)c12
    -5%	1%	0%	-13%	-10%	3	-3%	-7%	-0.3%	-86%	4%
41) Cc1oc2cc3oc(=O)c(CCC(=O)NCCN4CCOCC4)c(C)c3cc2c1C
    128%[activator]	1%	2%	5%	-7%	-2	.	-2%	-1.0%	7%	?
42) CCc1cccc(C)c1NC(=O)CO/N=C(\C)c1cc2ccccc2o1
    .	3%	0%	3%	7%	1	1%	1%	-0.2%	-39%	-3%
43) O=C(CCC(=O)c1cccs1)NCc1ccccc1
    4%	-3%	-3%	11%	0%	4	10%	-18%	-1.1%	-3%	-3%
44) Cc1c(C(=O)NCCCN2CCOCC2)oc2c1C1(CCC2)SCCS1
    1%	-1%	-2%	10%	4%	9	9%	5%	0.3%	1%	1%
45) COc1ccccc1NC(=O)CN1CCN(CC(=O)Nc2ccccc2F)CC1
    -2%	.	0%	30%	2%	.	.	.	.	3%	.
46) CSc1oc(-c2ccccc2)nc1C(N)=O
    -1%	0%	-4%	14%	0%	-5	2%	7%	3.1%	-1%	2%
